Bioassay records (PubChem)
APJ ag = agonists of human apelin receptor APJ, primary screen, CHO-K1 cells, PathHunter beta-arrestin, luminescence | activation, % at 20 µM | 0% DMSO wells, 100% apelin | AID 2520, 2010 | P35414 | actives 0.11% (n = 330,000);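 active means activation more than six SD over the plate average, tested at 20 µM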;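 further: 0% = DMSO alone and 100% = apelin-13 at 10 nM; some results filed as inactive read as strong as hits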
Target sequence (P35414 whole entry, looked up): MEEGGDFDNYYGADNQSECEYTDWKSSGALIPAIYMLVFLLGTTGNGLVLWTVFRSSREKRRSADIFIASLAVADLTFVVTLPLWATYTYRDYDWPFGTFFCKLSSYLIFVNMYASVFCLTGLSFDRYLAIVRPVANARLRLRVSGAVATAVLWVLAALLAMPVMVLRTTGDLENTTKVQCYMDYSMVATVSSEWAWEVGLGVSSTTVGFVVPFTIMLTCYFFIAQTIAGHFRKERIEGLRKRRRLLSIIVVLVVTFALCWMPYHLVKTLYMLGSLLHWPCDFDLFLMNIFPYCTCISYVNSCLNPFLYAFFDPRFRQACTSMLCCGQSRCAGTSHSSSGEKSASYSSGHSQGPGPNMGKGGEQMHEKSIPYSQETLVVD
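Test system – PathHunter CHO-K1 APJ (AGTRL-1) beta-arrestin reporter cells · Input – 1000 cells/well · Compound – single test compound dose, 20 µM final, 1% DMSO · Times – compound stimulation 90 min at 25 °C, detection 60 min · Technique – beta-gal luminescence · Read-out basis – APJ–arrestin association signal · Control set – negative DMSO alone, positive Apelin-13 at 10 nM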
tim10-1 inh = growth inhibitors of tim10-1 mutant yeast, primary screen, luminescence, uHTS | S. cerevisiae tim10-1 ts strain growth, BacTiter-Glo, 24 h | AID 463190, 2010 | actives 2.2% (n = 330,000) | inhibition, % at 20 µM;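 active means inhibition of at least 40%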;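 further: mutant grown at 25 °C; 0% = DMSO wells with yeast and 100% = wells holding no yeast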
MPTP inh = mitochondrial permeability transition pore inhibitors, primary screen, biochemical, isolated mouse mitochondria, absorbance; Ca2+ swelling absorbance, 30 min; inhibition, % at 10 µM; actives 1.4% (n = 360,000);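 active means inhibition of 50% or more, scaled per plate between neutral and stimulator controls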;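 further: 0% = DMSO wells given calcium and 100% = 1 mM EGTA wells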
GRIN3A LBD mod = binders of NR3A ligand-binding domain, primary screen, biophysical, differential scanning fluorimetry, uHTS | Glutamate receptor ionotropic, NMDA 3A (GRIN3A) ligand-binding domain | NR3A LBD differential scanning fluorimetry, Tm shift; 0% = protein alone, 100% = glycine-bound protein | Tm shift relative to glycine control, % at 25 µM | actives 2.5% (n = 340,000) | AID 1259313, 2017;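 active means melting temperature shift of at least 10% of the positive control shift, at one fixed dose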
NLRP3 yeast inh = NALP3 inflammasome inhibitors in reconstituted yeast, primary screen, luminescence, uHTS; Yeast reconstituted NLRP3/ASC/caspase-1, beta-gal luminescence, 24 h; inhibition, % at 10 µM; actives 0.39% (n = 330,000); AID 2825, 2010;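 active means inhibition of 50% or more; inactive means inhibition below 50%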;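 further: plate controls were induced DMSO wells for no effect and uninduced yeast grown without galactose for full effect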
MIN6 prolif = inducers of MIN6 beta-cell proliferation, primary screen, ATP luminescence, uHTS; MIN6 cells proliferation, ATPlite luminescence, 48 h; cells starved in 0.2% serum; 100% = growth in 10% serum; proliferation, % at 10 µM; actives 0.29% (n = 330,000);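 active means compounds whose signal lies at least 3.5 SD above the mean of all wells on their plate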;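 further: 0% = DMSO-treated cells in low-serum medium and 100% = 10% serum control; some compounds called inactive have numbers as strong as hits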
tim23-1 inh = growth inhibitors of tim23-1 mutant yeast, primary screen, luminescence, uHTS. S. cerevisiae tim23-1 growth, BacTiter-Glo luminescence, 24 h. inhibition, % at 20 µM. actives 1.3% (n = 330,000);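 active means growth inhibition of the mutant yeast at or above 50%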;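 further: temperature-sensitive mutant grown at 25 °C; plate controls were DMSO-treated mutant yeast for no effect and medium wells lacking yeast for full effect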
APJ antagonist = antagonists of human apelin receptor APJ, primary screen, CHO-K1 cells, beta-arrestin complementation, luminescence | inhibition, % at 20 µM | AID 2521, 2010 | actives 0.32% (n = 330,000);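 active means inhibition above about 40% at 20 µM, limit read from the data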;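 further: cells challenged with 10 nM apelin-13 agonist together with compound; plate controls were apelin-13 plus DMSO wells for no effect and DMSO wells lacking apelin-13 for full effect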
TIM10 inh = growth inhibitors of isogenic TIM10 control yeast, primary screen, counter-screen for tim10-1 yeast inhibitor project, luminescence, uHTS | S. cerevisiae TIM10 strain growth, BacTiter-Glo luminescence, 24 h | inhibition, % at 10 µM | actives 1.4% (n = 330,000);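 active means inhibition of 40% or more at the single tested concentration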;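 further: wild-type TIM10 isogenic control strain grown at permissive 25 °C; 0% = DMSO yeast wells and 100% = minimal medium wells without yeast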
* hit, by the source's call.

How did Cc1ccc(OCC(=O)Nc2ccccc2N2CCCC2)c(C)c1 do in these assays?
APJ ag: -5; tim10-1 inh: 1; MPTP inh: 0.5; GRIN3A LBD mod: -1; NLRP3 yeast inh: 8; MIN6 prolif: -3; tim23-1 inh: 20; APJ antagonist: -8; TIM10 inh: 14

Results for C#CCn1ccc(O)c(Cc2c(F)cccc2Cl)c1=O ?
APJ ag: -4; tim10-1 inh: -3; MPTP inh: -0.2; GRIN3A LBD mod: -1; NLRP3 yeast inh: 4; MIN6 prolif: -1; tim23-1 inh: -2; APJ antagonist: -17; TIM10 inh: -8

How did CC(C)(C)NC(=O)NC(=O)Cn1cc(C(F)(F)F)ccc1=O do in these assays?
APJ ag: 2; tim10-1 inh: 8; MPTP inh: 0.7; GRIN3A LBD mod: 0; NLRP3 yeast inh: -2; MIN6 prolif: 4; tim23-1 inh: 7; APJ antagonist: 6; TIM10 inh: 3

How did CCN(CC)C(=O)[C@H]1CC(CC(=O)NCCCn2ccnc2)C(=O)N2CCc3c([nH]c4ccccc34)[C@]12C (stereo partly specified) do in these assays?
APJ ag: -2; tim10-1 inh: -9; MPTP inh: 0.0; GRIN3A LBD mod: -3; NLRP3 yeast inh: 8; MIN6 prolif: -2; tim23-1 inh: -17; APJ antagonist: -7; TIM10 inh: 0

How did COc1ccc2ccc(OC)c(/C=N/n3cnnc3)c2c1 do in these assays?
APJ ag: -1; tim10-1 inh: 5; MPTP inh: -0.1; GRIN3A LBD mod: -1; NLRP3 yeast inh: 20; MIN6 prolif: 0; tim23-1 inh: 9; APJ antagonist: 10; TIM10 inh: 9

How did COc1ccccc1-c1coc2c(CN3CCCC(C)C3)c(O)ccc2c1=O (stereo unspecified) do in these assays?
APJ ag: 0; tim10-1 inh: 13; MPTP inh: -0.4; GRIN3A LBD mod: 0; NLRP3 yeast inh: 16; MIN6 prolif: -3; tim23-1 inh: 7; APJ antagonist: -8; TIM10 inh: 6

How did O=C(NCCO)c1ccc(-c2nnc(N3CCOCC3)c3ccccc23)cc1 do in these assays?
APJ ag: 4; tim10-1 inh: 6; MPTP inh: -0.1; GRIN3A LBD mod: 0; NLRP3 yeast inh: -10; MIN6 prolif: -4; tim23-1 inh: 13; APJ antagonist: 11; TIM10 inh: 2

Results for COc1cccc(C(=O)NCCNC(=O)c2ccco2)c1 ?
APJ ag: -3; tim10-1 inh: -11; MPTP inh: 0.3; GRIN3A LBD mod: 1; NLRP3 yeast inh: -3; MIN6 prolif: 0; tim23-1 inh: -10; APJ antagonist: 24; TIM10 inh: -3

Results for COc1cccc(C2(C)NC(=O)N(CC(=O)c3cc(C)n(C4CC4)c3C)C2=O)c1 (stereo unspecified) ?
APJ ag: -2; tim10-1 inh: -17; MPTP inh: 0.8; GRIN3A LBD mod: -2; NLRP3 yeast inh: 4; MIN6 prolif: 2; tim23-1 inh: 1; APJ antagonist: -3; TIM10 inh: -3

How did COCCn1c(SCC(=O)Nc2sccc2C(N)=O)nc2cc(Cl)ccc2c1=O do in these assays?
APJ ag: 2; tim10-1 inh: 2; MPTP inh: 0.6; GRIN3A LBD mod: 37*; NLRP3 yeast inh: 7; MIN6 prolif: -3; tim23-1 inh: 13; APJ antagonist: -14; TIM10 inh: 10

Results for CCOc1ccc(OCc2ccc(C(=O)N(C)c3ccccc3)o2)cc1 ?
APJ ag: -5; tim10-1 inh: 13; MPTP inh: 0.6; GRIN3A LBD mod: 2; NLRP3 yeast inh: 21; MIN6 prolif: -1; tim23-1 inh: 38; APJ antagonist: -8; TIM10 inh: 8

How did O=C(CCCN1C(=O)CCC1=O)Nc1cccc(C(F)(F)F)c1 do in these assays?
APJ ag: -2; tim10-1 inh: -15; MPTP inh: -1.7; GRIN3A LBD mod: -3; NLRP3 yeast inh: -4; MIN6 prolif: -2; tim23-1 inh: -14; APJ antagonist: 4; TIM10 inh: -9

Gathered by group, the entries above with a Cl atom
Results for C#CCn1ccc(O)c(Cc2c(F)cccc2Cl)c1=O ?
APJ ag: -4; tim10-1 inh: -3; MPTP inh: -0.2; GRIN3A LBD mod: -1; NLRP3 yeast inh: 4; MIN6 prolif: -1; tim23-1 inh: -2; APJ antagonist: -17; TIM10 inh: -8

How did COCCn1c(SCC(=O)Nc2sccc2C(N)=O)nc2cc(Cl)ccc2c1=O do in these assays?
APJ ag: 2; tim10-1 inh: 2; MPTP inh: 0.6; GRIN3A LBD mod: 37*; NLRP3 yeast inh: 7; MIN6 prolif: -3; tim23-1 inh: 13; APJ antagonist: -14; TIM10 inh: 10

(list continues)
What do the screens show for `CCCN1CCC(NC(=O)Cc2ccccc2C)CC1`?
APJ ag: 2; tim10-1 inh: -17; MPTP inh: 0.1; GRIN3A LBD mod: 2; NLRP3 yeast inh: 5; MIN6 prolif: 1; tim23-1 inh: -1; APJ antagonist: -19; TIM10 inh: -3

How did Cc1cccc(-c2nc3ccc(C(=O)NCCN4CCN(C)CC4)cc3nc2-c2cccc(C)c2)c1 do in these assays?
APJ ag: -2; tim10-1 inh: 27; MPTP inh: 56*; GRIN3A LBD mod: -4; NLRP3 yeast inh: 3; MIN6 prolif: -4; tim23-1 inh: 25; APJ antagonist: 21; TIM10 inh: 12

Results for COc1ccccc1NC(=O)N1CCCC1C(=O)Nc1nnc(C(C)C)s1 (stereo unspecified) ?
APJ ag: -5; tim10-1 inh: 6; MPTP inh: 0.1; GRIN3A LBD mod: -1; NLRP3 yeast inh: 3; MIN6 prolif: -2; tim23-1 inh: 4; APJ antagonist: -23; TIM10 inh: -14

What do the screens show for `OCC1C2c3ccccc3C(c3ccccc32)C1CO` (stereo unspecified)?
APJ ag: 1; tim10-1 inh: 18; MPTP inh: 3.3; GRIN3A LBD mod: 0; NLRP3 yeast inh: 3; MIN6 prolif: 2; tim23-1 inh: 7; APJ antagonist: -6; TIM10 inh: 3

What do the screens show for `COc1cc(/C=C2\S/C(=N/S(=O)(=O)c3ccc(C)cc3)NC2=O)c([N+](=O)[O-])cc1OC`?
APJ ag: -1; tim10-1 inh: 16; MPTP inh: 7.6; GRIN3A LBD mod: -4; NLRP3 yeast inh: 1; MIN6 prolif: -4; tim23-1 inh: 13; APJ antagonist: -11; TIM10 inh: 1

What do the screens show for `COc1cc(OC)cc(C(=O)NC(=S)NCCc2ccccc2)c1`?
APJ ag: -4; tim10-1 inh: 22; MPTP inh: -1.6; GRIN3A LBD mod: -3; NLRP3 yeast inh: -3; MIN6 prolif: -7; tim23-1 inh: 48; APJ antagonist: 0; TIM10 inh: 44*

How did CCCCNC(=O)c1ccc(NC(=O)CC2SC(N3CCCC3)=NC2=O)cc1 (stereo unspecified) do in these assays?
APJ ag: -1; tim10-1 inh: -4; MPTP inh: -0.5; GRIN3A LBD mod: 2; NLRP3 yeast inh: 16; MIN6 prolif: -5; tim23-1 inh: -24; APJ antagonist: -8; TIM10 inh: 4

Results for COC(=O)c1sc(S(=O)(=O)Nc2ccc3cn[nH]c3c2)c(C(=O)OC)c1C ?
APJ ag: -1; tim10-1 inh: 13; MPTP inh: -1.8; GRIN3A LBD mod: 0; NLRP3 yeast inh: 13; MIN6 prolif: -2; tim23-1 inh: 12; APJ antagonist: -1; TIM10 inh: 12

What do the screens show for `C=CCc1cc(S(=O)(=O)c2ccc(O)c(CC=C)c2)ccc1O`?
APJ ag: -4; tim10-1 inh: 4; MPTP inh: 0.6; GRIN3A LBD mod: -2; NLRP3 yeast inh: 11; MIN6 prolif: -1; tim23-1 inh: 23; APJ antagonist: -9; TIM10 inh: 22

How did Cc1ccc(N/N=C2\CS(=O)(=O)N(C)c3ccsc32)cc1 do in these assays?
APJ ag: 10; tim10-1 inh: 30; MPTP inh: 0.2; GRIN3A LBD mod: -4; NLRP3 yeast inh: 13; MIN6 prolif: -6; tim23-1 inh: 44; APJ antagonist: -83; TIM10 inh: -4

Results for O=C(Cc1ccccc1)Nc1ccccc1N1CCCC1 ?
APJ ag: -2; tim10-1 inh: 17; MPTP inh: 0.6; GRIN3A LBD mod: 1; NLRP3 yeast inh: 4; MIN6 prolif: 3; tim23-1 inh: 18; APJ antagonist: 7; TIM10 inh: 7

Results for CC(NC(=O)CN1C(=O)NC2(CCc3ccccc32)C1=O)c1ccc2c(c1)OCCO2 (stereo unspecified) ?
APJ ag: 4; tim10-1 inh: -2; MPTP inh: -1.2; GRIN3A LBD mod: 1; NLRP3 yeast inh: 7; MIN6 prolif: -1; tim23-1 inh: -1; APJ antagonist: -4; TIM10 inh: 5

How did COc1ccc(C)cc1NC(=O)CN1CCN(S(=O)(=O)c2ccc(F)cc2)CC1 do in these assays?
APJ ag: 0; tim10-1 inh: 7; MPTP inh: -1.4; GRIN3A LBD mod: -2; NLRP3 yeast inh: 13; MIN6 prolif: -1; tim23-1 inh: 17; APJ antagonist: 5; TIM10 inh: -12

What do the screens show for `COc1cccc(/C=N/NC(=O)CNC(=O)c2cccnc2)c1O`?
APJ ag: -1; tim10-1 inh: -13; MPTP inh: 0.9; GRIN3A LBD mod: 2; NLRP3 yeast inh: 9; MIN6 prolif: 0; tim23-1 inh: -14; APJ antagonist: 16; TIM10 inh: 5

What do the screens show for `CSCCC(=O)NC1CC(C)(C)Cc2c1cnn2-c1ccccc1C` (stereo unspecified)?
APJ ag: -2; tim10-1 inh: 10; MPTP inh: 0.2; GRIN3A LBD mod: -2; NLRP3 yeast inh: 24; MIN6 prolif: -4; tim23-1 inh: 14; APJ antagonist: -13; TIM10 inh: -11

Results for COc1cccc(CNC(=O)CS(=O)(=O)Cc2nc(-c3ccc(C)cc3)oc2C)c1OC ?
APJ ag: -1; tim10-1 inh: 25; MPTP inh: -1.6; GRIN3A LBD mod: -2; NLRP3 yeast inh: -12; MIN6 prolif: -2; tim23-1 inh: 32; APJ antagonist: -1; TIM10 inh: 10

What do the screens show for `O=C(CCc1ccccc1)NNC(=O)Nc1cccc(Cl)c1`?
APJ ag: 2; tim10-1 inh: -10; MPTP inh: 1.3; GRIN3A LBD mod: -1; NLRP3 yeast inh: 19; MIN6 prolif: 4; tim23-1 inh: 7; APJ antagonist: 10; TIM10 inh: -4

What do the screens show for `COc1ccc(Cl)cc1NC(=O)COC(=O)Cc1cccs1`?
APJ ag: -4; tim10-1 inh: 3; MPTP inh: -0.4; GRIN3A LBD mod: 2; NLRP3 yeast inh: 11; MIN6 prolif: -1; tim23-1 inh: 19; APJ antagonist: -17; TIM10 inh: 5

Results for O=C(NNC1=C(C(=O)C(F)(F)F)CCC1)c1ccc(Br)cc1 ?
APJ ag: -5; tim10-1 inh: 0; MPTP inh: 93*; GRIN3A LBD mod: -18; NLRP3 yeast inh: -3; MIN6 prolif: -4; tim23-1 inh: 40; APJ antagonist: 14; TIM10 inh: 12

Results for COc1ccccc1C(=O)Nc1ccc(Cc2ccncc2)cc1 ?
tim10-1 inh: -10; MPTP inh: 17; GRIN3A LBD mod: -8; NLRP3 yeast inh: -13; MIN6 prolif: -2; tim23-1 inh: 12; APJ antagonist: -4; TIM10 inh: 6
